Screening results deposited in PubChem BioAssay by NCI.
All columns: NCI-60 one-dose screen, growth in % after 48 h at 10 µM unless noted; 100 = growth as untreated, 0 = no growth, -100 = all killed.
U251 = U251 CNS tumor cells | AID 1794753 | 80,000 tested, 5.4% active
SN12C = SN12C renal cancer cells; 81,000 tested, 3.8% active
UO-31 = UO-31 renal cancer | 81,000 tested, 5.2% active | AID 1794768
ACHN = ACHN renal cancer. 81,000 tested, 4.9% active
RXF 393 = RXF 393 renal cancer cells; 77,000 tested, 6.9% active
786-0 = 786-0 renal cancer cells. 81,000 tested, 5.1% active. AID 1794775
CAKI-1 = CAKI-1 renal cancer; 75,000 tested, 4.7% active
TK-10 = TK-10 renal cancer cells | 81,000 tested, 3.9% active | AID 1794769
A498 = A498 renal cancer cells; 76,000 tested, 5.4% active
An asterisk follows results filed as active; nt = not tested or not shown; [ ] = another dose, or the depositor's remark. Rule for the calls: active = growth percent below 10; inactive = the rest. Compounds as they come; about 12% have a hit in one of these screens.

SMILES | U251 | SN12C | UO-31 | ACHN | RXF 393 | 786-0 | CAKI-1 | TK-10 | A498
Nc1nc2c(nc(N3CCCC3)n2[C@@H]2O[C@H](CO)[C@@H](O)[C@H]2O)c(=O)[nH]1 | 101 | 97 | 99 | 100 | 108 | 97 | 99 | 90 | 95
CCN(C(=O)c1cc(OC)c(OC)c(OC)c1)C1CCCCC1 | 102 | 97 | 85 | 98 | 102 | 113 | 91 | 102 | 87
CC(=O)NCC(=O)N1[C@@H]2CC[C@H]1c1ccc(Nc3ncc(C(F)(F)F)c(NC4CCC4)n3)cc12 | 56[2.5 µM] | 38[2.5 µM] | 2.8*[2.5 µM] | 39[2.5 µM] | -13*[2.5 µM] | 42[2.5 µM] | 20[2.5 µM] | 44[2.5 µM] | 15[2.5 µM]
O=[N+]([O-])c1cccc(C[P+](c2ccccc2)(c2ccccc2)c2ccccc2)c1 | 91 | 94 | 80 | 97 | 101 | 96 | 100 | 105 | 117
COC1=NC(=C(c2ccccc2)c2ccccc2)OC1=O | 97 | 107 | 85 | 102 | 109 | 114 | 96 | 116 | 109
COC(=O)C[C@](O)(CCCC(C)C)C(=O)O[C@@H]1C(OC)=C[C@]23CCC(=O)N2CCc2cc4c(cc2[C@H]13)OCO4 | 98 | 106 | 76 | 107 | 113 | 108 | 96 | 105 | 105
C#C[C@]1(O)CCC2C3CCc4cc(OC5CCCC5)ccc4C3CC[C@@]21C (stereo partly drawn) | 70 | 71 | 72 | 73 | 98 | 73 | 42 | 87 | 85
COc1ccc(/C=C/C(=O)CCC(=O)O)cc1OC | 107 | 101 | 83 | 108 | 116 | 95 | 96 | 104 | 121
COc1cccc(O)c1O | 65 | 75 | 70 | 73 | 73 | 88 | nt | 91 | nt
COc1cc(C(=O)/C=C/c2c(C)n([O-])c3ccc(C(F)(F)F)cc3[n+]2=O)cc(OC)c1OC | 87 | 88 | 47 | 54 | -35* | 101 | -12* | 42 | 115
CS(=O)(=O)c1ccc(C(=O)N/N=C/c2ccc(Cl)cc2)cc1 | nt | 97 | 91 | 106 | 107 | 101 | 98 | 97 | 88
Cc1ccc(-c2nn(-c3ccccc3)cc2/C=C/C(=N/NC(N)=S)c2cc3ccccc3oc2=O)cc1 | 75 | 96 | 92 | 108 | 124 | 114 | 93 | 111 | 109
O=C(CCSc1nc2sc3c(c2c(=O)n1Cc1ccccc1)CCCC3)Nc1ccc(Cl)cc1 | 82 | nt | 68 | 83 | 92 | 97 | 76 | 94 | 68
Cc1ccc(S(=O)(=O)c2nc(S(=O)(=O)c3ccc(C)cc3)c(N3CCC(O)CC3)s2)cc1 | 58 | 74 | 74 | 98 | 34 | 77 | 69 | 129 | 86
COc1ccc(C(=O)c2cc(F)c(F)c(OC)c2F)c(O)c1O | 82 | 92 | 81 | 98 | 75 | 91 | 84 | 80 | nt
CCOc1ccc(NC(=O)Nc2ccc(OCC)cc2)cc1 | 100 | 104 | 95 | 116 | 114 | 108 | 103 | 107 | 104
O=C1Nc2ccccc2C2(NCCNC2=O)N1 (stereo not drawn) | 99 | 104 | 102 | 106 | 105 | 96 | 96 | 95 | 100
Nc1ncc(C#Cc2cncc(NC(=O)c3cccc(C(F)(F)F)c3)c2)c2cccnc12 | 53 | 50 | 34 | 55 | nt | 64 | 69 | 85 | 63
Cc1cc(C)c2c(Cn3cc(Cn4c(=O)n(Cc5cn(Cc6cc(=O)oc7cc(C)cc(C)c67)nn5)c5ccccc54)nn3)cc(=O)oc2c1 | 105 | 87 | 81 | 94 | 106 | 102 | 98 | 113 | 92
COc1ccc(/C=N/NC(=O)c2c(Nc3ccccc3)n[nH]c2N)cc1 | 103 | 96 | 86 | 104 | 103 | 104 | 93 | 121 | 97
Cc1ccc2oc(=O)c(S(=O)(=O)Nc3ccc(S(=O)(=O)Nc4ncccn4)cc3)c(O)c2c1 | 98 | 99 | 84 | 103 | nt | 101 | 93 | 106 | 99
CC/C(=N/OCc1ccccc1)C(=O)O | 86 | 102 | 98 | 102 | 111 | 95 | 94 | 91 | 106
Nc1ccc(N=Nc2ccccc2)c2cc(S(=O)(=O)O)ccc12 | 101 | 108 | 87 | 104 | 97 | 104 | nt | 93 | nt
CCOC(=O)c1sc(NC(=O)c2ccc(O)cc2)nc1C | 61 | nt | 30 | 67 | 68 | 76 | 56 | 72 | 44

Reprinted from the entries so far (2 entries):
SMILES | U251 | SN12C | UO-31 | ACHN | RXF 393 | 786-0 | CAKI-1 | TK-10 | A498
O=C1Nc2ccccc2C2(NCCNC2=O)N1 (stereo not drawn) | 99 | 104 | 102 | 106 | 105 | 96 | 96 | 95 | 100
Nc1ncc(C#Cc2cncc(NC(=O)c3cccc(C(F)(F)F)c3)c2)c2cccnc12 | 53 | 50 | 34 | 55 | nt | 64 | 69 | 85 | 63

Remaining list, next part:
SMILES | U251 | SN12C | UO-31 | ACHN | RXF 393 | 786-0 | CAKI-1 | TK-10 | A498
ClCc1ccc(Sc2ccccc2)cc1 | 52 | 101 | 100 | 99 | 109 | 106 | 77 | 98 | 90
CCOc1cc(N)ccc1C(=O)NCCCN(CC)CC | 104 | 98 | 76 | 95 | 91 | 100 | 95 | 108 | 66
CCC(=O)OCc1cccc(OC)c1 | 93 | 99 | 93 | 93 | 103 | 102 | 74 | 119 | 102
COC(=O)[C@H]1CCCN1C(=O)[C@@H]1CCCN1C(=O)CNC(=S)Nc1cc(C(F)(F)F)cc(C(F)(F)F)c1 | 96 | 104 | 82 | 111 | 104 | nt | 89 | 107 | 85
Nc1nc(Nc2ccc(Cl)cc2)n(Cc2cccc(Br)c2)n1 | -12* | -28* | -7.9* | 1.5* | nt | -47* | 3.1* | -3.3* | -49*
Fc1ccc(-c2nc(-c3ccc(-c4nc5ccccc5[nH]4)cc3)no2)cc1 | 93 | 97 | 85 | 103 | 111 | 99 | 92 | nt | 81
O=C(O)/C=C\C(=O)NCc1cccnc1 | 103 | 111 | 84 | 121 | 109 | 96 | nt | 93 | 81
O=C(c1ccc(-c2ccccc2)cc1)c1ccc([N+](=O)[O-])cc1 | 99 | 104 | 97 | 98 | 109 | 100 | 88 | 124 | 124
CCCCN(CCCC)CC(O)c1cc(Cl)cc2c1-c1ccc(Cl)cc1C2 (stereo not drawn) | 94 | 72 | 45 | 64 | 89 | 93 | 74 | 89 | 69
O=C(Nc1cccc(-c2nc3ccccc3c(=O)[nH]2)c1)c1c[nH]c2ccccc12 | 94 | 101 | 64 | 88 | 92 | 111 | 82 | 102 | 103
COc1ccc2cc(-c3cc(OC)c(OC)c(OC)c3)c(=O)oc2c1 | 71 | 93 | 88 | 90 | 85 | 68 | 79 | 86 | 53
O=c1n(Cn2cnn(-c3ccccc3)c2=O)cnn1-c1ccccc1 | 98 | 97 | 85 | 96 | 95 | 93 | 90 | 97 | 95
O=C(COc1ccc(/C=C2\CSc3ccccc3C2=O)cc1)c1ccc(Cl)cc1 | 104 | 103 | 90 | 99 | 90 | 105 | 97 | 113 | 105
CCOC(=O)Cc1ccccn1 | 105 | 91 | 90 | 107 | 94 | 98 | 73 | 80 | 108
COc1cc2c(cc1OC)=NC(=O)/C(=C\c1sc(=O)[nH]c1O)C=2 | 99 | 100 | 86 | 97 | 122 | 100 | 94 | 101 | nt
O=C1/C(=C\c2cccc(OCc3ccc(Br)cc3)c2)N=C2SCCCN12 | 86 | 96 | 72 | 91 | 118 | 98 | 79 | 100 | 75
CCCCN(CCCC)CC(O)c1cc(-c2ccc(Cl)cc2)nc(-c2ccc(Cl)cc2)c1 (stereo not drawn) | 89 | 77 | 34 | 64 | 83 | 84 | 81 | 97 | 96
Cc1nn(-c2ccccc2)c(N2CCN(C)CC2)c1/C=N/N=c1\sc2ccccc2n1C | 54 | 61 | 29 | 46 | 73 | 66 | 51 | 96 | nt
CSc1cc(=O)[nH]cn1 | 97 | 97 | 99 | nt | 92 | 96 | nt | 88 | 109
N#C/C(=C/N1C(=O)CC(=O)NC1=S)C(N)=O | 100 | 106 | 92 | 92 | 116 | 104 | 98 | 109 | 116
O=C(/C=N/O)c1ccccc1 | 102 | 97 | 87 | 109 | 118 | 101 | 92 | 106 | 108
COc1ccc(CSc2n[nH]c(=O)[nH]c2=O)cc1 | 104 | 101 | 87 | 107 | 97 | 103 | 98 | 109 | 92
CC(=O)Nc1cccc(Nc2nc(-c3ccccc3)n3ncc(C#N)c3n2)c1 | 53 | 76 | 51 | 78 | 75 | 80 | nt | 66 | 59
CC(C)(C)COC(=O)c1ccccc1 | 109 | 97 | nt | 98 | 114 | nt | 127 | 106 | 109
CC12CCC(=O)C=C1CCC1C2C(O)CC2(C)C1CCC2(O)C(=O)CSc1ncnc2nc[nH]c12 (stereo not drawn) | 97 | 92 | 85 | 94 | 92 | 105 | 98 | 122 | 65
NNC(=O)c1cc(-c2ccc(Cl)cc2)n(-c2ccc(S(N)(=O)=O)cc2)n1 | 100 | 102 | 91 | 108 | 107 | 103 | 91 | 115 | 71
COc1cc(C2C=C(C)N=C3SC=NN32)cc(OC)c1OC (stereo not drawn) | 94 | 100 | 100 | 102 | 113 | 112 | 99 | 109 | 91
Cc1ccc(C(c2ccc(C)c(C)c2)C(O)C2OC(=O)C(O)C2O)cc1C (stereo not drawn) | 102 | 110 | 89 | 107 | 104 | 104 | 108 | 124 | 100
COC(=O)C1CC=C(C)CC1 (stereo not drawn) | 104 | 98 | 73 | 123 | 118 | 104 | 100 | 114 | 123
N#CC1=C(N)Oc2cc3ccccc3cc2C1c1ccc([N+](=O)[O-])cc1 (stereo not drawn) | 100 | 83 | 56 | 78 | 100 | 95 | 64 | 157 | 80
CC(C)NS(=O)(=O)c1ccccc1 | 102 | 100 | 92 | 115 | 106 | 104 | 102 | 99 | 98
COc1ccccc1CNCCCN1C(=O)c2ccc3c4c(ccc(c24)C1=O)C(=O)N(CCCNCCCCNCCCN)C3=O | -52* | -33* | -2.0* | nt | -67* | 3.8* | 7.3* | -10* | -58*

Complete entries from above.
`COc1cc2c(cc1OC)=NC(=O)/C(=C\c1sc(=O)[nH]c1O)C=2` in the list: U251: 99; SN12C: 100; UO-31: 86; ACHN: 97; RXF 393: 122; 786-0: 100; CAKI-1: 94; TK-10: 101; A498: nt
`NNC(=O)c1cc(-c2ccc(Cl)cc2)n(-c2ccc(S(N)(=O)=O)cc2)n1` in the list: U251: 100; SN12C: 102; UO-31: 91; ACHN: 108; RXF 393: 107; 786-0: 103; CAKI-1: 91; TK-10: 115; A498: 71
`CCOC(=O)c1sc(NC(=O)c2ccc(O)cc2)nc1C` in the list: U251: 61; SN12C: nt; UO-31: 30; ACHN: 67; RXF 393: 68; 786-0: 76; CAKI-1: 56; TK-10: 72; A498: 44

(list continues)
SMILES | U251 | SN12C | UO-31 | ACHN | RXF 393 | 786-0 | CAKI-1 | TK-10 | A498
NC(=O)c1ccc(-c2cnc(N)c(-c3ccc(C(F)(F)F)cc3)n2)cc1 | 95 | 107 | 99 | 108 | 104 | nt | 91 | 115 | 116
CC1(C)CC(=O)c2cccnc2O1 | 103 | 101 | 94 | 107 | 122 | 98 | 99 | 94 | 111
Cc1cccc(Cc2cnc(NC(=O)/C=C/c3ccco3)s2)c1 | 21 | 29 | 37 | 35 | -0.6* | 36 | 30 | 53 | 14
CC(=O)c1ccc(C)c([N+](=O)[O-])c1 | 95 | 101 | 86 | 101 | 105 | 101 | 116 | 102 | 126
CC(NC(=O)/C(Cc1ccccc1)=N\O)c1ccccc1 (stereo not drawn) | 100 | 96 | 85 | 108 | 97 | 99 | 100 | 84 | 43
COc1ccc(/C=c2\c(=O)n(-c3ccccc3)c3nn4c(n23)=NNCC(O)C4)cc1 (stereo not drawn) | 100 | 102 | 74 | 103 | 107 | 110 | 89 | 127 | 108
O=C(NC(=S)Nc1ccccc1Cl)c1ccccc1 | 111 | 111 | 88 | 111 | 116 | 111 | 91 | 107 | 97
COc1cccc(-c2nnc3c4c(ncn23)N(C)c2ccccc2C(C)C4)c1 (stereo not drawn) | 100 | 98 | 104 | 104 | 120 | 91 | 84 | 106 | 83
Cc1c(C(=O)CCl)c(=O)n(-c2ccccc2)n1C | 66 | 86 | 64 | 47 | 39 | 89 | 30 | 40 | 77
Clc1ccccc1Nc1ccc2nnc(-c3ccncc3)n2n1 | 97 | 87 | 90 | 97 | 96 | 76 | 86 | 77 | 73
CCOC(=O)C1=C(N)N(c2ccccc2)C2=C(C(=O)CC(C)(C)C2)C1c1ccccn1 (stereo not drawn) | 104 | 104 | 90 | 103 | 124 | 100 | 96 | 107 | 121
Cc1ccc(S(=O)(=O)Nc2ccc(C)cc2C)cc1 | 78 | 96 | 76 | 100 | 110 | 105 | 87 | 95 | 97
Oc1ccc(-c2nnc(SCc3ccc(O)c4ncccc34)n2-c2ccccc2)cc1 | 9.4* | 19 | -8.9* | 8.3* | -7.5* | 19 | 16 | 34 | 16
CCOC(=O)c1ccc(NCCC(C)=O)cc1 | 116 | 105 | 86 | 102 | 209 | 96 | 78 | 110 | 135
COc1ccc(-c2cc(-c3ccccc3)c(C#N)c(=O)[nH]2)cc1S(N)(=O)=O | 98 | 124 | 90 | 103 | 100 | 95 | 96 | 97 | 91
O=[N+]([O-])c1ccc(S(=O)(=O)c2ccc([N+](=O)[O-])cc2)cc1 | 107 | 109 | 85 | 116 | 114 | 115 | 108 | 117 | 113
